Bioassay records deposited in PubChem BioAssay by National Center for Advancing Translational Sciences (NCATS).
SMN2 splice enh: qHTS Assay for Enhancers of SMN2 Splice Variant Expression; HEK293 SMN2-luciferase splicing reporter, luminescence, 30-36 h; Potency, µM (titrated, usually from 46.1 µM), for inactives: at the highest dose activity change, positive = activation, actives largely listed as activators; hit rate 2.8% among 210,000; note: % of control where 0% means no effect; nearly all actives have a fitted effect of over 55% in size
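HEK293 cells carry an SMN2 […]–luciferase reporter in which exon 7 inclusion puts luciferase in frame. Cells were plated 10-12 h before compound addition, then incubated 30-36 h at 37C. ONE-Glo luminescence was read; sodium butyrate at 4.5 mM final served as control.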
Lamin A splicing: qHTS Assay for Modulators of Lamin A Splicing; Potency, µM (doses to about 46.1 µM), for inactives: at the highest dose ratio change, negative = inhibition, usual class: inhibitors; HeLa LMNA splicing GFP/RFP minigene ratio, 48 h; hit rate 0.01% among 200,000; active = well fitted inhibition curve with a large enough effect in the signal ratio, with a control signal flat, not every such curve was filed as active; inconclusive = small, poorly fitted or top-dose-only effect, or effect the other way, or a change in a side signal; the % refers to the signal ratio; note: % is set by controls: 0 for no effect and ±100 for the full control effect
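Read-out is the ratio of GFP to DsRed2 object intensity, acquired by 488 nm laser-scanning cytometry on HeLa lamin A-EGFP minigene reporter cells. Compound incubation 48 hrs at 37 °C in Opti-MEM with 2% FBS; DMSO 0.5% final.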
KDM4E inh: qHTS Assay for Inhibitors of Human Jumonji Domain Containing 2E (JMJD2E). Lysine-specific demethylase 4E (Homo sapiens), B2RXH2. JMJD2E catalytic domain, FDH-coupled NADH fluorescence (FDH is formaldehyde dehydrogenase). Potency, µM (titrated, usually from 57.1 µM), for inactives: top-dose activity change, negative = inhibition, actives largely listed as inhibitors. hit rate 1.6% among 230,000; active = well fitted inhibition curve with a large enough effect, not every such curve was filed as active; inconclusive = small, poorly fitted or top-dose-only effect, or another doubt; inactive = no such curve, though single readings can be large or run the other way;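 note: 0% = wells with enzyme and -100% = buffer wells without enzyme; nearly all actives have a fitted effect of over 50% in size; many of its hits are not listed in these tables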
TexasRed fluor: Total Fluorescence Counterscreen for Inhibitors of the Interaction of Thyroid Hormone Receptor and Steroid Receptor Coregulator 2. TRb/SRC2 Texas Red total fluorescence interference. Potency, µM (titrated, usually from 106 µM), without a hit: at the top dose fluorescence change, negative = quenching. hit rate 0.29% among 280,000; active = well fitted curve in either direction with a large enough effect; inconclusive = small, poorly fitted or top-dose-only effect; note: % is set by controls: 0 for no effect and ±100 for the full control effect
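Human TRb ligand-binding domain at 0.6 uM with 20 nM Texas Red SRC2 peptide in Tris buffer containing 1 uM T3 and 5% DMSO, incubated with compound 5 h at ambient temperature. Total fluorescence (555/632 nm) calculated as parallel + 2 × perpendicular.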
TRb SRC2 PPI: qHTS for Inhibitors of the Interaction of Thyroid Hormone Receptor and Steroid Receptor Coregulator 2. hit rate 0.065% among 280,000. Potency, µM (titrated, usually from 106 µM), inactives show at the top dose activity change, negative = inhibition, actives largely listed as inhibitors. AID 1469, 2008. Thyroid hormone receptor beta (Homo sapiens), P10828. TRbeta-SRC2 peptide binding, fluorescence polarization; receptor liganded with 1 µM T3;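 note: plate controls were bound peptide for no effect and peptide without receptor for full effect; nearly all actives have a fitted effect of over 50% in size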
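Polarization signal, normalized between peptide-alone and full complex controls, measured compound effects on T3-liganded human TRb LBD (0.6 uM) binding 20 nM Texas Red SRC2 peptide after 5 hr.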
RECQ1 helicase: qHTS Assay for Inhibitors of RecQ-Like Dna Helicase 1 (RECQ1) | ATP-dependent DNA helicase Q1 (Homo sapiens), P46063 | hit rate 0.54% among 240,000 | Potency, µM (series often up to 57.3 µM), without a hit: at the top dose activity, negative = inhibition, hits mostly inhibitors | RECQ1 DNA unwinding, red fluorescence kinetic read;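 note: plate controls were vehicle for no effect and no enzyme for full effect; nearly all actives have a fitted effect of over 30% in size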
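RECQ1T1 50 nM; forked duplex (20 bp + 30-nt ss tails) 200 nM, ATP 2 mM final; pH 8.0, 2 mM MgCl2, 2.5 ug/ml poly(dI-dC); 15 min compound preincubation; discontinuous kinetic read over 2 h at RT.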
RGS12 GoLoco inh: qHTS Assay for Inhibitors of RGS12 GoLoco Motif Activity (Red Fluorophore). Guanine nucleotide-binding protein G(i) subunit alpha-1 (Homo sapiens), P63096. Gai1:RGS12 GoLoco peptide FP, rhodamine, 10 min. Potency, µM (series often up to 61.6 µM), for inactives: at the highest dose activity, negative = inhibition, hits mostly inhibitors. hit rate 0.44% among 230,000; active = well fitted inhibition curve with a large enough effect, not every such curve was filed as active; inactive = no such curve, though single readings can be large or run the other way; note: % is set by controls: 0 for no effect and ±100 for the full control effect; nearly all actives have a fitted effect of over 30% in size; many of its hits are not listed in these tables
Target sequence (P63096 whole entry, looked up): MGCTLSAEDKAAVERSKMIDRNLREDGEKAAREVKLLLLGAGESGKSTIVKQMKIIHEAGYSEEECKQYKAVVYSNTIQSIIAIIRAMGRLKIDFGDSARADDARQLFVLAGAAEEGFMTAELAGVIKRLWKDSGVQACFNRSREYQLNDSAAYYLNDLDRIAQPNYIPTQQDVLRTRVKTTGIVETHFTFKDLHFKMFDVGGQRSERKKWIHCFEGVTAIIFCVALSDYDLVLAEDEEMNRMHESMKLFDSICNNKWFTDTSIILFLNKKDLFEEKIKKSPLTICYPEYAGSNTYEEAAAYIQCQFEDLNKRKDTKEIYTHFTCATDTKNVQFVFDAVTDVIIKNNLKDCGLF
ALDH1A1 inh: qHTS Assay for Inhibitors of Aldehyde Dehydrogenase 1 (ALDH1A1) | Purified ALDH1A1, NADH fluorescence, propionaldehyde substrate | Aldehyde dehydrogenase 1A1 (Homo sapiens), P00352 | Potency, µM (top dose mostly 75.3 µM), for the others: at the highest dose activity, negative = inhibition, actives largely listed as inhibitors | hit rate 7.3% among 220,000 | AID 1030, 2008; active = well fitted inhibition curve with a large enough effect, not every such curve was filed as active; inconclusive = small, poorly fitted or top-dose-only effect, or another doubt; inactive = no such curve, though single readings can be large or run the other way;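 note: plate controls were no enzyme wells and a reference inhibitor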
Target sequence (P00352 whole entry, looked up): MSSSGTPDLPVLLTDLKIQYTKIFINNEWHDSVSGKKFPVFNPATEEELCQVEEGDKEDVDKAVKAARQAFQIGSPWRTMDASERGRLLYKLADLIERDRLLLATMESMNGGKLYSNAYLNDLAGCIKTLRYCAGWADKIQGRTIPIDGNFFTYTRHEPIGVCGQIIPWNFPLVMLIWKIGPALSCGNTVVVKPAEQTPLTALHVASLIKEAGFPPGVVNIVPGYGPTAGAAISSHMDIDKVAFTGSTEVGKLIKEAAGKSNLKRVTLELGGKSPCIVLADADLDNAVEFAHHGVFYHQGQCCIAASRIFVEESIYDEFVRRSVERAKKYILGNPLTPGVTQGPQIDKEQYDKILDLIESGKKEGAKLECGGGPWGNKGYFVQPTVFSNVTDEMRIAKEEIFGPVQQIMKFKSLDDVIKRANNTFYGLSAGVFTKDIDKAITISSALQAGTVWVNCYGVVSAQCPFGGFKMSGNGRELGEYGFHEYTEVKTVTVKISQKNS
The depositor's hits bear a star; i = inactive; ? = inconclusive; nt = not tested or not shown; & = joins results of further samples; [ ] = another dose, or the depositor's remark. Unless noted, calls come from the whole dose curve; as a rule, active = well fitted curve in the direction sought with a large enough effect; inconclusive = small, poorly fitted or top-dose-only effect, or another doubt; inactive = no such curve, though single readings can be large; an effect the other way counts as inactive or inconclusive. Potency is the fitted concentration of half-maximal effect.

compound	SMN2 splice enh	Lamin A splicing	KDM4E inh	TexasRed fluor	TRb SRC2 PPI	RECQ1 helicase	RGS12 GoLoco inh	ALDH1A1 inh
O=C(Cn1c(=O)oc2ccccc21)Nc1nnc(N2CCCCCC2)s1	-11%	-6%	-4%	-2%	6%	-4%	10%	?
COc1ccccc1-n1c(COc2ccccc2-c2ccccc2)nnc1SCC(=O)c1c(N)n(C)c(=O)n(C)c1=O	-1%	15%	-1%	-2%	-1%	8%	-2%	2%
CCc1[nH]nc2c1C(C(C)C)C(C#N)=C(N)O2 (configuration not stated)	-5%	?	7%	-5%	1%	9%	-2%	?
CC(C)(C#CC(O)(c1ccccc1)c1ccccc1)N1CCCC1	nt	-1%[46 µM]	6%	4%[53 µM]	-2%[53 µM]	-13%	-3%	10%
CC(Sc1ccc(S(=O)(=O)N2CCOCC2)cc1[N+](=O)[O-])C(=O)O (configuration not stated)	6%	-5%	-14%	-2%	-3%	4%	7%	?
CCOc1ccc(C2/C(=C(/O)c3ccc(F)cc3)C(=O)C(=O)N2CCCN(C)C)cc1 (configuration not stated)	-8%	9%	1%	1%	-18%	-16%	-1%	-4%
CC(c1ccc(C(C)(C)C)cc1)S(=O)CC(O)CO (configuration not stated)	5%	?	-14%	-5%	-13%	3%	14%	4%
CCn1c(NC(=S)Nc2ccccc2)nc2ccccc21	25%	22%	-1%	-5%	1%	?	2%	2%
COCCn1c(SCC(=O)Nc2ncc(C)s2)nc2sc3c(c2c1=O)CCC3	-40%[inhibitor]	?	1%	-1%	-2%	-8%	14%	-12%
COC(=O)CN1C(c2cccc(Cl)c2)=Nc2ccc(Cl)cc2C1c1ccccc1 (configuration not stated)	nt	?	-5%	-4%	2%	-9%	nt	-4%
CCOC(=O)c1c2ccc(OCC(=O)N/N=C/c3ccc(C)cc3)cc2n2ccccc12	-25%	?	?	-5%	-22%	-6%	0%	?
CCOC(=O)c1csc(NC(=O)c2ccc(S(=O)(=O)N(CC)CC)cc2)n1	-85%[inhibitor]	?	0%	-1%	0%	-2%	-13%	-14%
Cc1cc(NC(=O)CSc2nnc(COc3cccc(C)c3C)n2C)no1	-18%	5%	3%	1%	-16%	4%	-3%	7%
COc1ccc(NC(=O)Cc2nnc(SCC(=O)Nc3cc(C)ccc3OC)n2C)cc1	8%	1%	6%	1%	-2%	-6%	12%	-4%
Cc1cc(-c2nnc(SCC(=O)Nc3ccc(C(F)(F)F)cc3)n2C)no1	nt	nt	0%	-2%	-1%	-4%	-7%	-11%
COc1cccc(/C=N/n2c(SC)nnc2-c2ccccc2)c1OC	2%	9%	2%	0%	-5%	-1%	-3%	1%
O=C(Nc1ccc(Cl)c(S(=O)(=O)Nc2ccccc2Cl)c1)c1cccs1	-82%[inhibitor]	?	-3%	-1%	0%	-14%	2%	?
CCN1CCN(c2c(Cl)cccc2NC(=O)c2ccco2)CC1	5%	-25%	0%	0%	-11%	-8%	3%	-4%
CCOC(=O)c1nnn(-c2nonc2N)c1-c1ccc(Cl)cc1	7%	7%[46 µM]	-4%	-1%	1%	0%	3%	-12%
NC(=O)c1ccc(C(F)(F)F)n(Cc2cccc(Cl)c2)c1=O	-11%	5%	2%	-5%	-5%	-3%	-31%	-8%
Cc1ccc(NC(=O)Cn2nc(C)c3ccccc3c2=O)c(C)c1	-3%	13%	2%	-6%	-1%	-2%	5%	-4%
COCCCNC(=O)c1cc(=O)n(Cc2ccc(Cl)cc2)c2ccccc12	-21%	nt	?	-3%	1%	-5%	-2%	?
O=c1c2[nH]c3ccc(F)cc3c2ncn1C1CCCCC1	7%	5%	?	3%	-2%	-5%	2%	?
CC1(C)C/C(=C(/C#N)C(N)=O)CCO1	24%	1%	1%	-3%	-6%	i	12%	10%
Cc1[nH]n(C)c(=O)c1[N+](=O)[O-]	nt	nt	-6%	-3%	3%	-6%	1%	nt
O=C(NCCSc1c[nH]c2ccccc12)c1c(F)cccc1F	nt	nt	-6%	-7%	-2%	i	3%	-4%
C/C(=N\NC(=O)c1cccnc1)c1ccc(-c2ccccc2)cc1	nt	nt	8%	-2%	-14%	-4%	-6%	18%
O=C(O)c1ccc(Cn2nnc3sc4c(c3c2=O)CCCC4)cc1	5%	2%[46 µM]	?	-1%	-7%	-18%	24%	4%
O=C(Cn1cnc2ccccc21)N/N=C/C(Br)=C/c1ccccc1	-12%	?	1%	?	0%	-10%	-1%	14%
C[N+]1(C)CCc2cc3c(cc2[C@@H]1[C@@H]1C(=O)Oc2c1ccc1c2OCO1)OCO3	nt	nt	?	-1%&1%	1%&-1%	-9%&-8%	8%&-7%	7%&-9%
Cc1cccc(-n2c(O)c(C=NC3CCS(=O)(=O)C3)c3ccccc3c2=O)c1C (configuration not stated)	nt	nt	-21%	-4%	-3%	i	-4%	nt
CC1=CC(C)(C)Nc2ccc(OC(=O)c3cccnc3)cc21	-7%	?	7%	0%	-11%	i	5%	3%
CCOC(=O)Cn1c(=N)n(Cc2ccccc2F)c2ccccc21	11%	10%	1%	1%	-17%	15%	7%	-2%
CCc1ccc2c(c1)C1(NN=C(c3ccc(C)cc3)S1)C(=O)N2 (configuration not stated)	-45%[inhibitor]	?	?	-5%	-7%	-7%	8%	?
O=C1CC(N2CCN(c3nc4ccccc4s3)CC2)C(=O)N1Cc1cccs1 (configuration not stated)	-33%[inhibitor]	?	-10%	-3%	3%	-2%	-3%	22µM*
CC1=C(C)Cc2c(OC(=O)c3ccccc3)ccc(OC(=O)c3ccccc3)c2C1	nt	nt	-3%	-2%	-1%	i	2%	nt
O=C(c1ccc2c(c1)N(Cc1ccccc1)C(=O)c1ccccc1S2)N1CCCC1	nt	-1%	-8%	-3%	5%	-2%	-4%	?
COc1ccc(/C=C/C(=O)Nc2cc(F)ccc2C)cc1S(=O)(=O)N1CCOCC1	-15%	nt	-29%	-1%	4%	-2%	4%	?
CCN(CC)S(=O)(=O)c1ccc(N2CCCCC2)c(NC(=O)/C=C/c2cc(OC)c(OC)c(OC)c2)c1	27%	?	?	-1%	-9%	-6%	6%	13µM*
COc1ccc2nc(NC(=O)c3sc4nc(C)cc(C)c4c3N)sc2c1	nt	nt	?	-2%	5%	i	-4%	nt
Cc1ccc(S(=O)(=O)N2CCOCC2)cc1C(=O)Nc1cccc(S(=O)(=O)N2CCCC2)c1	-7%	-7%[46 µM]	-13%	-5%	-5%	-13%	9%	?
Cc1nc(-c2cccc3ccccc23)ccc1C(=O)O	16%	-4%	?	-2%	-4%	i	7%	?
COc1ccc(CC(NC(C)=O)C(=O)NC2CCN(c3nc(C)cc(C)c3C#N)CC2)cc1OC (configuration not stated)	2%	-24%[46 µM]	?	-3%	-4%	i	5%	?
CCCc1ccc(C2C3=C(CC(C)(C)CC3=O)NC3=C2C(=O)c2ccccc23)cc1 (configuration not stated)	4%	-5%	2%	0%	-5%	-24%	10%	-1%
Cc1ccc(C(=O)c2ccccc2C(=O)OCC(=O)NCC2CCCO2)cc1 (configuration not stated)	9%	nt	-5%	1%	3%	26%	15%	5%
O=C1c2ccccc2C(=Nc2ccccc2)C1c1cccc(Br)c1 (configuration not stated)	-11%	-5%[0.0737 µM]	10%	1%	5%	-7%	5%	4%
CCC1=C2CC[C@H]3C(=O)NC(=O)[C@H]3[C@H]2[C@@]2(Cc3ccccc3)C(=NCc3ccccc3)OC(=O)N2C1=O	-15%	nt	6%	0%	1%	0%	8%	1%
CN(NS(=O)(=O)c1ccccc1)c1nc2ccccc2nc1C(F)(F)F	-14%	2%	7%	-1%	3%	-4%	-13%	1%
Cc1cc(N2CCOCC2)nc(SCC(=O)c2ccc(Cl)cc2)n1	-1%	6%	10%	4%	-8%	-5%	-5%	4%
Cc1nn(-c2ccccc2)nc1C(=O)Nc1nnc(C(F)(F)F)s1	nt	nt	-1%	-1%	-2%	-3%	3%	nt
CC(=O)c1cccc(NC(=O)c2oc(C)nc2C)c1	nt	-6%	-5%	0%	0%	-8%	nt	-13%
Cc1cc(C)n(CCC(=O)N=Nc2c(O)[nH]c3ccccc23)n1	nt	nt	9%	-1%	-5%	-2%	60%[activator]	nt
O=C1/C(=C/c2ccncc2)Oc2cc(OS(=O)(=O)c3ccccc3)ccc21	nt	nt	-8%	-1%	1%	-3%	9%	nt
O=C(NNc1ccc(-c2csnn2)cc1)c1cc(Cl)cc(Cl)c1	nt	nt	-25%	-4%	2%	-7%	6%	nt
O=S(=O)(Nn1cnnc1)c1ccc(F)cc1	7%	nt	-12%	-4%	3%	6%	9%	4%
CC(=O)NCCC(=O)Nc1nc(-c2ccccc2Cl)cs1	29%	nt	-13%	-1%	1%	i	5%	11%
CCOC(=O)c1ccccc1NC(=O)c1cccc2c1C(=O)N(C1CCN(C(=O)OCC)CC1)C2	-63%[inhibitor]	-9%	-2%	-1%	-11%	-1%	-2%	-8%
NC(=NCCc1ccccc1)NS(=O)(=O)c1ccc(F)cc1	9%	-2%	1%	-4%	1%	-4%	2%	2%

An excerpt; count on the stated rates, not on these rows.
